EBNA-1 inhibitor: blocks EBNA-1 binding to DNA; EBNA-1 DNA binding, fluorescence polarization; inhibition, % at 14.8 µM; actives 0.34% (n = 300,000); in the data active = inhibition above about 28%
PP1 counter: PP1-alpha (human) inhibition in PP5 counter-screen | P62136 | inhibition, % at 6.7 µM | purified PP1alpha, OMFP fluorescence | AID 2235 | actives 0.9% (n = 320,000);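 active = inhibition above the mean inhibition of all tested compounds plus 3 SD, computed separately for each screening campaign, cut at about 15% in these data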
Target sequence (P62136 whole entry, looked up): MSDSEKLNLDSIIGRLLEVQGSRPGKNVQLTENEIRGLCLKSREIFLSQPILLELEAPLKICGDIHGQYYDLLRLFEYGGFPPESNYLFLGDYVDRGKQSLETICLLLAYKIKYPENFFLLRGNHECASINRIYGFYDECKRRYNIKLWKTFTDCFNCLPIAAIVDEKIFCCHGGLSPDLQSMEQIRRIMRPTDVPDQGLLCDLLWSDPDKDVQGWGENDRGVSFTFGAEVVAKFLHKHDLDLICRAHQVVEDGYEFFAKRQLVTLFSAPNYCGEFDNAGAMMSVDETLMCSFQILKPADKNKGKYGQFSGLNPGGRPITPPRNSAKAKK
PREPL inhibitor: inhibits the human prolyl oligopeptidase-like enzyme. recombinant PREPL, fluorescence polarization activity-based probe. inhibition, % at 5.96 µM. AID 2751. Q4J6C6. actives 0.68% (n = 320,000); in the data active = inhibition above about 43%;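 also: 0% = enzyme with DMSO and 100% = wells lacking enzyme; many of its hits are not listed in these tables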
PP5 inh: blocks human protein phosphatase 5 activity; inhibition, % at 6.7 µM; AID 1987; actives 0.18% (n = 320,000); purified PP5c, OMFP substrate fluorescence;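 active = inhibition above the campaign's mean inhibition across all tested compounds plus 3 SD, cut at about 9.5% in these data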;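 also: 0% = DMSO only and 100% = 100 µM cantharidin control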
Target sequence (P53041 whole entry, looked up): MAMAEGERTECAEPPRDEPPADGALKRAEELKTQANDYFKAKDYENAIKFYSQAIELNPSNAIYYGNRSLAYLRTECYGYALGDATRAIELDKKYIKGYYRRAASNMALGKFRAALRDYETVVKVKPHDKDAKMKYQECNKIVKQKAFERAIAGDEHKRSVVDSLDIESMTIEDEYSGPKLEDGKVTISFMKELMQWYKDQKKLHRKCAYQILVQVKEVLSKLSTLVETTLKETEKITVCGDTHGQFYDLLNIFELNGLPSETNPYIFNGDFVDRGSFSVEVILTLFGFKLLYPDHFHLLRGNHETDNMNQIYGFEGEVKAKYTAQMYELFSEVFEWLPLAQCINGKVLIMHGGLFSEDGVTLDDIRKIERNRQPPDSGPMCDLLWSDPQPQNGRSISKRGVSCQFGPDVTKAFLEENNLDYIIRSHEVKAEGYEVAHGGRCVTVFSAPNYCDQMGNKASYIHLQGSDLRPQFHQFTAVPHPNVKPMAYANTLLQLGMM
core dimer inh: blocks dimerization of HCV core protein; TR-FRET GST/Flag-core106 dimerization, 1536-well; inhibition, % at 5 µM; actives 0.33% (n = 300,000);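 active = inhibition above the mean of all tested compounds plus 3 SD, set per screening campaign, cut at about 45% in these data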
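System: GST-tagged and Flag-tagged HCV core protein residues 1-106 / Input: core106 proteins, GST 13.5 nM and Flag 17 nM / Buffer or medium: KF-containing HEPES buffer, pH 7.45, DTT, CHAPS, BSA / Probe or stimulus: Eu-anti-GST and XL665-anti-Flag labelled anti-tag antibodies / Schedule: 4 h, 22.5 °C incubation / Technique: TR-FRET 671 and 617 nm emission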
Fh CTSL1 inh: cathepsin L1 inhibition, PFM18AAP counter-screen | recombinant F. hepatica cathepsin L1, Z-Leu-Arg-MCA fluorescence | inhibition, % at 5.96 µM | actives 0.49% (n = 300,000) | AID 1906;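 active = inhibition above the mean of all tested compounds plus 3 SD, set per screening campaign, cut at about 17% in these data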;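 also: 0% = plate median of test compound wells and 100% = 1 µM Z-Phe-Ala-diazomethylketone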
ZTA counter: ZTA (EBV) inhibition in EBNA-1 counter-screen; P03206; ZTA-DNA binding, fluorescence polarization; inhibition, % at 11 µM; actives 0.15% (n = 320,000); in the data active = inhibition above about 33%
Target sequence (P03206 whole entry, looked up): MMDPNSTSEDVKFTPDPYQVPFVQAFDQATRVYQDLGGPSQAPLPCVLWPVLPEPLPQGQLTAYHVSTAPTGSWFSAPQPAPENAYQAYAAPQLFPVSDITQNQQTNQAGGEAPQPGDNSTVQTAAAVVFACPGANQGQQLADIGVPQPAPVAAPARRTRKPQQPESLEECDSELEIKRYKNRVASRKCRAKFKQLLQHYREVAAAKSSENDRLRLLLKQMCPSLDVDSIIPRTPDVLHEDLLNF
TPT1 inh: blocks Candida albicans tRNA 2'-phosphotransferase; actives 0.81% (n = 300,000); inhibition, % at 5 µM; recombinant caTPT1, FP RNA substrate dephosphorylation; AID 1962;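 active = inhibition above the mean of all tested compounds plus 3 SD, set per screening campaign, cut at about 24% in these data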;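 also: plate controls were DMSO alone for no effect and ferristatin control at 100 nM for full effect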
Efflux pump inh: blocks antifungal efflux pumps in multiplex yeast assay; S. cerevisiae Candida pump triplex, Nile Red efflux; inhibition, % at 10 µM; actives 0.44% (n = 330,000);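 active = plate passing quality check with inhibition over a set limit, or well fluorescence over plate mean plus 4 SD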;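 also: Nile Red retained in pooled yeast measured as flow cytometry median fluorescence; 0% = buffer negative control and 100% = Enniatin B positive control; higher means more Nile Red kept so more efflux inhibition; some compounds called inactive have numbers as strong as hits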
* marks the source's active call; other numbers are inactive results; . = no result given.

SMILES | EBNA-1 inhibitor | PP1 counter | PREPL inhibitor | PP5 inh | core dimer inh | Fh CTSL1 inh | ZTA counter | TPT1 inh | Efflux pump inh
Cc1ccc(-n2nc3c(c2NC(=O)C(C)(C)C)CSC3)c(C)c1 | -6 | -4 | 3 | 0.2 | 4 | -2 | -13 | -2 | -0.1
NC(=O)NC(=O)COC(=O)c1cccc(NS(=O)(=O)/C=C/c2ccccc2)c1 | -12 | 1 | -24 | 0.2 | 6 | -2 | 6 | -1 | -0.1
O=C(NC1CCCC1)C(c1ccc(Cl)cc1)N(Cc1ccc(F)cc1)C(=O)CCl (stereo not drawn) | -5 | 2 | 1 | 1.5 | 1 | 36* | -11 | 2 | -0.3
Cn1cc(CNC(=O)/C=C/c2ccc(Cl)cc2)cn1 | -12 | 0 | 5 | 1.9 | -9 | -2 | -18 | -2 | 0.1
Cn1cc(/C=N\NC(=O)c2cccs2)c2ccccc21 | 9 | 3 | 6 | 0.5 | -7 | 4 | 15 | -3 | 0.0
COc1ccccc1-n1c(SCC(=O)NCc2ccc3c(c2)OCO3)nc2cc([N+](=O)[O-])ccc21 | 5 | 1 | 15 | 2.9 | 13 | 2 | -12 | 0 | -0.1
COc1cc2c(cc1OC)-c1nncn1C(C)(C)C2 | 9 | -1 | 2 | -0.8 | -1 | -1 | 9 | -5 | -0.3
O=C(NCCc1ccccn1)c1nc(Cn2ccc([N+](=O)[O-])n2)no1 | -4 | 1 | 0 | -0.1 | 1 | 1 | 10 | 0 | 0.4
Cn1ncc(C(=O)N=S(C)(=O)c2ccccc2)c1[N+](=O)[O-] (stereo not drawn) | 5 | -2 | -2 | -1.2 | -1 | -3 | 3 | 1 | 0.0
NC(=O)NCCCC(NC(=O)c1ccc(C#CC2(O)CCCCC2)cc1)C(=O)O (stereo not drawn) | -5 | 1 | 7 | -1.0 | -10 | -2 | 12 | 3 | 0.1
COc1ccc(NC(=O)Cn2nnc(C(=O)NCc3ccccc3)c2N)cc1Cl | -10 | -1 | 6 | 1.4 | 6 | 2 | 13 | 5 | 0.1
CCS(=O)(=O)Nc1cc(C(=O)O)ccc1C | -6 | -2 | -1 | 0.2 | -1 | 1 | 0 | -1 | 0.0
CCOC(=O)/C(=N/Nc1ccc(C)cc1)S(=O)(=O)c1ccc(Cl)cc1 | 8 | 4 | -15 | 0.2 | 4 | 2 | 12 | -1 | -0.1
CCC(c1nnnn1Cc1ccc(OC)cc1)N1CCN(C(=O)c2ccco2)CC1 (stereo not drawn) | -9 | 8 | -4 | 4.4 | 2 | -2 | 5 | 0 | 0.1
CCN(CC)c1ccc(C2C3CCCCC3(O)CCN2CC(=O)Nc2ccccc2)cc1 (stereo not drawn) | 6 | -1 | 17 | 2.1 | -1 | 2 | 6 | 0 | 0.2
CCN1C(=O)[C@H]2[C@@H](c3ccc(C)cc3)N3C(=O)N(c4ccc(OC)cc4)C(=O)[C@@]3(CC)[C@H]2C1=O | 1 | -3 | 10 | -0.4 | 3 | 9 | 4 | 0 | -0.1
Nc1ccn(-c2ccccc2)c(=O)c1 | 2 | -4 | -14 | -1.3 | 1 | -4 | 10 | 5 | 0.1
O=C(OCCc1cc2ccccc2c(=O)o1)c1cccs1 | . | 1 | 16 | -0.1 | . | . | -2 | . | -0.1
CCOc1ccccc1-c1cc(C(=O)Nc2ccc(C(=O)O)cc2)c2ccccc2n1 | 4 | 1 | -4 | 0.7 | 4 | 6 | -9 | -1 | -0.1
O=C(c1ccc2c(c1)OCO2)N1CCCN(C(=O)c2ccc3c(c2)OCO3)CC1 | 5 | -2 | 9 | 0.8 | -6 | -3 | 7 | -1 | -0.2

Record cards (already shown).
CCN1C(=O)[C@H]2[C@@H](c3ccc(C)cc3)N3C(=O)N(c4ccc(OC)cc4)C(=O)[C@@]3(CC)[C@H]2C1=O reads EBNA-1 inhibitor: 1; PP1 counter: -3; PREPL inhibitor: 10; PP5 inh: -0.4; core dimer inh: 3; Fh CTSL1 inh: 9; ZTA counter: 4; TPT1 inh: 0; Efflux pump inh: -0.1
COc1cc2c(cc1OC)-c1nncn1C(C)(C)C2 reads EBNA-1 inhibitor: 9; PP1 counter: -1; PREPL inhibitor: 2; PP5 inh: -0.8; core dimer inh: -1; Fh CTSL1 inh: -1; ZTA counter: 9; TPT1 inh: -5; Efflux pump inh: -0.3

More compounds:
SMILES | EBNA-1 inhibitor | PP1 counter | PREPL inhibitor | PP5 inh | core dimer inh | Fh CTSL1 inh | ZTA counter | TPT1 inh | Efflux pump inh
CCOc1ccc(C(=O)NCc2ccc3c(c2)OCO3)cc1 | 2 | -4 | -2 | 4.0 | 12 | -2 | -7 | -1 | 0.0
Cn1cc(Br)c(C(=O)NNC(=O)c2cccc(Br)c2)n1 | 9 | -1 | -5 | -0.3 | 0 | -3 | -6 | -8 | -0.1
CC(C)CN1CCN(Cc2cn(C)c3ccccc23)CC1CCO (stereo not drawn) | 0 | 0 | 2 | 2.9 | -2 | 2 | 7 | 2 | -0.1
Cc1[nH]n(-c2ccccc2)c(=O)c1N=Nc1c(O)cc(S(=O)(=O)N(C)C)c2ccccc12 | 3 | 4 | 10 | 5.5 | -9 | 4 | -16 | 1 | -0.1
CCCCCCn1nc(C(=O)N(CC(C)C)c2c(N)n(CCCC)c(=O)[nH]c2=O)c2ccccc2c1=O | -11 | -6 | 1 | 3.9 | 6 | -4 | -1 | 4 | 0.1
NC(=O)CSc1nnc(Cn2c(=O)sc3ccccc32)n1-c1ccccc1 | -1 | -3 | -14 | -1.5 | -4 | -3 | 7 | -1 | 0.0
Cc1cc(C(=O)NNC(=O)c2cccc([N+](=O)[O-])c2)n[nH]1 | . | -3 | 8 | 0.3 | . | . | -5 | . | 0.0
O=C(CSc1ccccc1C(=O)NCc1ccccc1)NC12CC3CC(CC(C3)C1)C2 | 15 | -1 | 7 | 1.2 | 13 | -2 | 24 | 0 | -0.2
Cn1c(N)c(C(=O)COC(=O)C2(c3ccccc3F)CCCC2)c(=O)n(C)c1=O | 14 | -3 | -2 | -0.2 | 0 | 1 | 17 | 0 | -0.1
O=C(CN1CCN(S(=O)(=O)c2ccc(Br)s2)CC1)N1CCCCC1 | . | -5 | 9 | -0.1 | . | . | 2 | . | 0.1
CCCCN(CC)C(=O)Cc1ccc(Br)cc1 | 0 | 1 | -3 | 2.2 | 1 | -4 | 12 | -1 | 0.1
CCOC(=O)N1CCN(C(=O)CSc2nc(C)nc3c2c(=O)n(C)c(=O)n3C)CC1 | 3 | 13 | 2 | 0.2 | -1 | -3 | 23 | -1 | 0.0
NC(N)=N/N=C/c1ccc(OCc2ccccc2)c(OCc2ccccc2)c1 | -9 | 35* | 37 | 6.1 | 0 | 2 | -12 | -1 | -0.1
COc1ccc(N/N=C(/C#N)S(=O)(=O)c2nsc(C)c2C#N)cc1 | -4 | 0 | 8 | 2.1 | 1 | 3 | -1 | -2 | 0.1
O=C1NC(c2ccc(Cl)cc2)Nc2ccccc21 (stereo not drawn) | -11 | -4 | -2 | -2.1 | 2 | 1 | 5 | 0 | 0.0
CCC(=O)Nc1sccc1C(=O)OC | 4 | -3 | 4 | 0.9 | 2 | 4 | -1 | 1 | -0.1
O=C(COC(=O)c1ccccn1)Nc1ccc2c(c1)OCO2 | 0 | 1 | 7 | -0.3 | 5 | -5 | 2 | -1 | 0.1
O=C(CSc1ncccn1)N1CCN(C(=O)CSc2ncccn2)CC1 | 0 | 2 | -1 | -0.1 | 5 | 5 | 9 | -1 | 0.0
O=C(CCn1cnc(-c2ccccc2)c1-c1ccccc1)N/N=C/c1ccc(O)cc1 | -11 | 2 | 12 | 3.4 | 2 | 2 | 2 | -4 | 0.3
O=C(O)c1cn(CCOc2ccccc2Cl)c2ccccc12 | -1 | -2 | -6 | 2.3 | 1 | 2 | -1 | -1 | -0.1
COc1ccc(CNc2nc3ccccc3n2C)c(OC)c1 | -17 | -2 | 15 | 1.8 | 2 | 2 | 0 | 0 | 0.1
Cc1ccc2cccc(SCC(=O)N3CCOCC3)c2n1 | -10 | -4 | -4 | 0.1 | -2 | 0 | -2 | -4 | -0.2
NS(=O)(=O)c1ccc(CCNC(=O)c2ccc(C(=O)c3ccccc3)cc2)cc1 | -3 | -3 | -1 | 1.7 | 0 | -2 | 0 | 0 | 0.0
CCc1cc(C(=O)N2CCN(c3ncc(C(F)(F)F)cc3Cl)CC2)sc1C | 1 | 5 | 17 | 4.2 | -15 | 4 | -11 | -4 | -0.3
COc1ccc(C(=O)C[N+]2(C)CCOCC2)cc1 | -3 | 2 | -15 | 0.2 | -1 | -1 | -1 | 1 | 0.1
CN(CC(=O)NCC1CCCCC1)CC(=O)Nc1ccccc1Br | . | 0 | 14 | 1.3 | . | . | -8 | . | -0.1
COCCN(C(=O)Cc1cccs1)C(C(=O)NCc1ccc(OC)cc1)c1ccc(C)cc1 (stereo not drawn) | -8 | 4 | -6 | 3.7 | 9 | -6 | -11 | 2 | 0.1
CC(=O)NCCN=Cc1sc2ccccc2c1O | 4 | -1 | 0 | -1.0 | -14 | 0 | -5 | 2 | -0.2
COc1ccc2c(c1)CC/C(=C\Nc1ccc3c(c1)OCO3)C2=O | -2 | 1 | 37 | 5.3 | -12 | 0 | 2 | 65* | -0.2
Cc1cccc(NC(=O)c2nc[nH]c2C(=O)N2CCN(C(=O)OC(C)(C)C)CC2)c1 | . | -1 | 4 | 0.1 | . | . | 2 | . | 0.3
Cc1ccccc1N1CC(C(=O)Nc2ccc(S(=O)(=O)N3CCCCC3)cc2)CC1=O (stereo not drawn) | -12 | -1 | 5 | 0.0 | -4 | 0 | -2 | 3 | 0.3
Cc1ccc(-n2nc(C)c(/C=N/NC(=O)c3cccnc3)c2Cl)cc1 | -4 | -1 | 17 | 1.3 | -3 | 0 | -20 | -2 | 0.2
COc1ccc(N(C(=O)c2ccco2)S(=O)(=O)c2cc(Cl)c(Cl)cc2Cl)cc1 | 4 | 1 | 10 | 2.6 | 5 | -2 | 4 | 6 | -0.2
Cc1ccccc1Nc1nc(N)nc(COC(=O)CC2CC3CCC2C3)n1 (stereo not drawn) | -13 | 3 | -1 | 5.5 | -4 | 0 | -29 | -4 | -0.1
CC(=O)N1CCN(c2ccccc2NC(=O)c2ccc(C#N)cc2F)CC1 | 7 | 0 | -10 | -0.8 | 2 | -2 | -1 | -3 | 0.1
O=C(CCSCc1cccc(F)c1)NCCc1ccccc1 | -16 | 1 | -5 | 1.2 | 6 | -5 | 0 | -1 | 0.0
CSc1c(-c2ccccn2)c(N)nn1C(=O)C1CCC1 | 5 | -2 | 10 | 0.2 | -5 | 2 | 8 | -3 | 0.0
Cc1cc(C)cc(NC(=O)CSc2nc3[nH]c(=O)cc(O)c3s2)c1 | 9 | 2 | 3 | -0.9 | 2 | 3 | 1 | 0 | 0.1
CCCC(=O)Nc1ccc(Oc2ccc(NC(=O)CCC)cc2)cc1 | 11 | -4 | -6 | -1.9 | 1 | -1 | 11 | -2 | 0.0
C=CCCO[C@@H]1O[C@@H](C)[C@H](O)C[C@H]1O | . | -5 | 4 | 2.9 | . | . | 1 | . | 0.1
CCCCN1CC(=O)N2[C@H](c3ccc(OC)cc3)[C@@H]3C(=O)N(CC)C(=O)[C@@H]3[C@]2(Cc2ccccc2)C1=O | 0 | -6 | 0 | -1.0 | 4 | -4 | 4 | 0 | -0.1
O=c1cc(CSc2nnc(-c3cccnc3)n2-c2ccccc2F)nc2sccn12 | 1 | 3 | 33 | -0.1 | 11 | 0 | -3 | -4 | 0.0
CCCOc1ccc(/C=C/C(=O)NC2CCCCC2)cc1OC | 6 | 2 | 7 | 1.0 | 6 | -7 | 1 | -2 | -0.1
CC(C)CNC(=S)N1CCN(c2nc(-c3ccc(Cl)cc3)cs2)CC1 | -5 | 1 | 18 | 1.4 | 4 | 1 | 6 | -3 | 0.0
O=C(Nc1cccc(C(F)(F)F)c1)c1cc(-c2ccco2)on1 | -6 | 6 | -7 | 2.5 | 3 | 0 | -9 | 2 | -0.2

Screens (PubChem BioAssay)

Not all compounds are listed; rates above refer to the full screens.
